S100A4 MyoIIA = inhibitors of human S100A4 binding to myosin IIA peptide; P26447; inhibition, % at 10.7 µM; S100A4/TAMRA-MyoIIA peptide fluorescence polarization; AID 652163; hit rate 0.14% among 360,000;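 active means mean inhibition of at least 70% across replicates, with every replicate also reaching that level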
Target sequence (P26447 whole entry, looked up): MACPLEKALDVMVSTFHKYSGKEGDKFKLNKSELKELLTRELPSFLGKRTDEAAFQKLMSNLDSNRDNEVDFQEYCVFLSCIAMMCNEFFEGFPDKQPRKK
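incubation = readout 5 min after mixing, signal stable up to 60 min | system = S100A4 monomer protein | buffer or medium = HEPES pH 7.2 with CaCl2, KCl, NaCl, DTT, Triton | benchmarks = neutral control DMSO, positive control TFP | also added = fluorescent myosin IIA peptide, 5 nM | compound dosing = one concentration per compound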
esBAF inh = SWI/SNF esBAF complex inhibition; mouse ES cells, Bmi1-luciferase knock-in reporter, 24 h; 100% = twice the neutral-well signal; reporter increase, % at 12.5 µM; hit rate 2% among 350,000; in the data active means activation above about 40%;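 further: 0% = median of the plate's neutral control wells and 100% = double that signal; a rise in the Bmi1 reporter signal indicates esBAF inhibition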
Xi reactivation = activators of X-chromosome reactivation in mouse fibroblasts | AID 743238 | hit rate 0.055% among 360,000 | XiGFP mouse fibroblasts, % GFP-positive cells imaging, 3 d; cells co-treated with 5-aza-dC sensitizer; scaled so ellipticine positive control = 100% | activation, % at 7.58 µM;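 active means mean normalized replicate activation at least 10% and every replicate at or above 10%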;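 further: 0% = median of on-plate neutral control wells and 100% = ellipticine 6 µM median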
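Schedule: 3 d treatment, 15 min room-temperature fixation; system: 68-5-11 XiGFP fibroblast line; buffer or medium: DMEM plus 5-aza-dC sensitizer; control set: ellipticine 6 µM positive control; compound: one concentration, pinned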
RAD54 inh = inhibitors of human RAD54 branch migration | AID 602329 | RAD54 Holliday junction branch migration, FAM/BHQ fluorescence | inhibition, % at 10.4 µM | hit rate 0.14% among 360,000 | Q92698;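 active means mean normalized replicate activity at least 40 and at least half of replicates scoring 40 or more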;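 further: 0% = median of neutral control wells and 100% = median of positive control wells; inhibitors cause a drop in the FAM fluorescence signal; in these data hits start at about 50%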
E-sel inducer = E-selectin induction on HUVECs. P16581. HUVEC E-selectin immunofluorescence imaging; normalized: neutral wells 0, TNF-alpha wells 100. hit rate 0.37% among 260,000. activation, % at 7.58 µM;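 active means mean E-selectin-positive cell signal at least 10% of the positive control, reached in at least 60% of replicates, without over 20% cell loss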;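 further: in these data hits start at about 27%; measured in HUVEC primary endothelial cells; signal is the percent of cells scored E-selectin positive by PE staining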
Target sequence (P16581 whole entry, looked up): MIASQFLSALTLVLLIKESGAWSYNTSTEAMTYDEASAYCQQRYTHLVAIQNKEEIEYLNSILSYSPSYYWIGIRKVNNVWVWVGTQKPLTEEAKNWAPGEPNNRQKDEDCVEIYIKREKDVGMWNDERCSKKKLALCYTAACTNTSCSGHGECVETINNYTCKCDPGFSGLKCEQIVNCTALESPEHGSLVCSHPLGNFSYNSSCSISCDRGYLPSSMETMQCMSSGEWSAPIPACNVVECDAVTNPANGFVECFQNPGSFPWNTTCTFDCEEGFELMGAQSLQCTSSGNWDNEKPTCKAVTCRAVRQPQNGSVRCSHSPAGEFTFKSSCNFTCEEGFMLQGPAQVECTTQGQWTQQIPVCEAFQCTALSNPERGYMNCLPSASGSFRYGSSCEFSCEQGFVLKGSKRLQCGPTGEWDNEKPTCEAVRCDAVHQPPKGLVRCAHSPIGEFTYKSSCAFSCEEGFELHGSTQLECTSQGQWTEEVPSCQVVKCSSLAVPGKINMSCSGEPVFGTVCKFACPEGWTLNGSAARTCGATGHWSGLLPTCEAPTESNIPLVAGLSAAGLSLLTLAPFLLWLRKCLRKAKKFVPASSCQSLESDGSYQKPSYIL
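material = human umbilical vein endothelial cells (HUVEC), E-selectin induction | quantity = 3,000 cells/well | medium = EGM-2 growth medium on 0.1% gelatin-coated wells | technique = immunofluorescence imaging | read-out basis = % PE-positive cells | control set = TNF-alpha positive control, DMSO neutral control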
ERAP1 inh = ERAP1 (human) enzyme inhibition. Q9NZ08. recombinant ERAP1, Leu-AMC fluorescence, 60 min. inhibition, % at 10.7 µM. hit rate 0.15% among 340,000;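 active means mean replicate inhibition of at least 30%, or all replicates individually reaching that 30% level; inactive means mean below 30% and not every replicate reaching it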;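 further: 0% = neutral control wells and 100% = L-leucinethiol positive control wells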
ERp5 inh = blocks human ERp5 reductase activity on insulin. inhibition, % at 9.99 µM. AID 651711. hit rate 0.05% among 350,000. ERp5 insulin aggregation, absorbance 650 nm, 90 min;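 active means mean replicate inhibition above about 25%, with every replicate also reaching it, limit read from the data, passing the limit was not always enough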
RAD52 anneal inh = blocks human RAD52 DNA annealing; P43351; recombinant RAD52 DNA annealing, FRET fluorescence; inhibition, % at 18.7 µM; hit rate 0.46% among 360,000; AID 651710;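 active means every replicate showing at least 50% inhibition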
Numbers without * were called inactive; . = not tested or not shown.

SMILES	S100A4 MyoIIA	esBAF inh	Xi reactivation	RAD54 inh	E-sel inducer	ERAP1 inh	ERp5 inh	RAD52 anneal inh
O=C(Nc1ccc(Br)cn1)c1ccc([N+](=O)[O-])o1	-5	.	0.0	.	.	2	6	-14
COCC(=O)N1CCC2(CC1)CN(Cc1ccccc1F)[C@H](CO)c1[nH]c3cc(OC)ccc3c12	-1	.	0.2	.	-0.5	-15	0	-109
CCNC(=O)C[C@@H]1CC[C@@H]2[C@H](COC[C@H](O)CN2C(=O)c2ccccn2)O1	9	1	-0.1	-19	-0.1	-1	6	-14
C/C(=N\Nc1ccc(Cl)cc1)c1c(O)cc(C)oc1=O	-6	.	0.0	.	.	6	3	0
Cc1c(CCC(=O)NCCCn2ccnc2)c(=O)oc2cc3oc4c(c3cc12)CCCC4	-1	-31	.	14	.	8	-2	1
CC(=O)N1[C@@H]2CN(S(=O)(=O)c3ccccc3F)c3ccccc3[C@@H]2[C@@H]1CO	2	-1	0.0	12	0.9	-1	20	-6
O=C(NC1C2CCCC1CN(C1CC1)C2)c1ccc(Cl)cc1 (configuration not stated)	1	3	0.1	-13	-0.1	2	3	-8
CC[C@H](C)[C@H]1CNC(=S)N1CC1CCN(CC)CC1	-19	5	0.0	2	-0.1	9	-1	-5
CC(=O)N1CCN(S(=O)(=O)c2ccc(C)c([N+](=O)[O-])c2)C1C(C)C (configuration not stated)	1	.	-0.1	.	.	1	4	-12
O=[N+]([O-])C1=CC=C2C(=NC3(CCCCC3)N2O)C1=NCCc1ccccc1	-4	.	0.0	.	.	10	0	-11
O=C(c1ccccn1)N1CC[C@@H]2[C@@H](CO)Nc3ccc(Br)cc3[C@@H]21	12	2	0.2	-10	-0.1	-1	-8	6
Cc1ccc2c(c1)N(C(=O)CCC(=O)NCc1cccnc1)CC(C)O2 (configuration not stated)	-1	-3	0.6	-5	1.7	0	-2	-5
CC(C)NC(=O)Nc1cccc2c1O[C@H](CN(C)Cc1ccc(-c3ccccc3)cc1)[C@@H](C)CN([C@H](C)CO)C2=O	-14	-3	0.1	-23	0.1	0	7	3
CCC[C@@H]1CCCO[C@@](C(=O)NCc2cc(C)n(C)n2)(C(F)(F)F)C1	1	4	0.0	0	-0.5	8	11	-18
CO[C@H]1CN(C)C(=O)c2cc(NC(=O)Nc3ccccc3F)ccc2OC[C@@H](C)N(C)C[C@H]1C	-13	-1	-0.3	9	-0.3	3	0	-2
CC1CC(C)(C)NC(=S)N1CCC(=O)Nc1ccc2c(c1)OCCO2 (configuration not stated)	-6	.	0.3	.	4.6	19	3	-26
CC(C)=CCN1CCN(Cc2cccc3nccnc23)CC1CCO (configuration not stated)	1	4	0.0	6	0.3	-2	1	5
S=C(NCC1CCCCC1)Nc1ccc(Oc2ccccc2)cc1	-15	3	0.0	.	-2.4	0	1	-15
CCC(C)NS(=O)(=O)c1ccc(S(=O)(=O)N2CC=C(c3ccc(F)cc3)CC2)cc1 (configuration not stated)	2	.	0.1	.	-2.5	1	4	-1
COc1ccc(/C=N/NC(=O)CN2CCCCCCC2)c(C)c1C	-1	.	0.1	.	1.0	3	-1	2
C#CCN(Cc1ccco1)C(=O)c1cc(COc2ccc(F)cc2Cl)on1	-8	.	0.0	.	.	6	2	-18
CO[C@@H]1CN(C)C(=O)c2cc(NS(=O)(=O)c3ccccc3F)ccc2OC[C@@H](C)N(S(C)(=O)=O)C[C@H]1C	5	1	-0.3	-7	7.0	-4	1	-13
O=C(NCCc1ccccc1)C(c1ccccc1F)N(C(=O)c1csnn1)C1CC1 (configuration not stated)	-2	5	-0.1	7	.	0	1	-2
O=C1CN(Cc2ccc(F)cc2)C[C@H]2[C@H](c3ccc(-c4ccccc4)cc3)[C@@H](CO)N12	-1	.	0.0	.	-0.5	2	1	14
O=C(N/N=C/c1ccc2nccnc2c1)c1ccncc1	0	.	0.1	12	2.2	.	-5	-19

Going on with the list.
SMILES	S100A4 MyoIIA	esBAF inh	Xi reactivation	RAD54 inh	E-sel inducer	ERAP1 inh	ERp5 inh	RAD52 anneal inh
COc1ccc(N(CC(=O)N2CCN(Cc3ccccc3)CC2)S(=O)(=O)c2ccccc2)cc1	-2	.	0.0	-6	0.5	2	3	-4
O=C(O)c1ccc(N2CCS(=O)(=O)CC2)cc1	-2	-5	0.5	6	.	-1	-7	4
COC(=O)C(C(=O)OC)N1C(=O)CCC1=O	4	1	.	1	.	3	3	5
CCCCCCCCCCCCCC(=O)NO	-4	.	0.0	.	3.8	3	-2	-8
Cn1cccc1/C=N/N1CCN(Cc2ccc(Cl)cc2)CC1	-2	-3	0.0	0	-0.2	-1	0	10
Cc1ccc2nsnc2c1NC(=O)CCl	1	.	-0.1	.	.	-4	3	-10
COC(=O)c1cc(S(=O)(=O)Nc2cccc(S(N)(=O)=O)c2)oc1C	0	.	1.0	.	.	0	1	-6
O=C(NC1CCCC1)N1CC(=O)N2[C@H](CO)[C@H](c3ccc(-c4ccc(F)cc4)cc3)[C@@H]2C1	-23	.	0.4	.	0.6	1	2	-10
O=C(c1cccnc1)N1CC2(C1)[C@@H](c1ccccc1)[C@@H](CO)N2Cc1ccc(Cl)cc1	.	.	0.1	.	0.5	.	2	-10
O=C(NC1CCCCC1)c1nc(C2CCNCC2)oc1-c1ccccc1	-8	2	.	6	-1.6	-2	3	-13
CC(C)NC(=O)Nc1ccc2c(c1)CC(=O)N([C@@H](C)CO)C[C@@H](C)[C@@H](CN(C)Cc1ccc3c(c1)OCO3)O2	0	5	0.0	-5	7.2	-3	1	-5
C[C@@H]1CN([C@H](C)CO)C(=O)c2cc(NC(=O)Nc3ccccc3)ccc2O[C@@H](C)CCCCO[C@@H]1CN(C)C(=O)NC1CCCCC1	1	-5	0.4	-9	-0.2	2	2	-6
C(=NOCc1ccccc1)c1ccccn1	-20	22	-0.1	1	-0.1	1	-1	7
COC(=O)COc1cc(OCC(=O)OC)c2c(-c3ccccc3)cc(=O)oc2c1	3	3	0.0	6	0.2	0	1	2
Cc1noc(C)c1NC(=O)N(C)C[C@H]1Oc2ccc(NS(=O)(=O)c3ccc(Cl)cc3)cc2CC(=O)N([C@H](C)CO)C[C@H]1C	16	0	-0.1	-31	0.0	-1	3	-6
COCC(=O)N1CC(=O)N2[C@H](C1)[C@@H](c1ccc(-c3ccccc3)cc1)[C@@H]2CO	-5	.	0.2	.	0.7	2	17	-15
CC(=O)NC(=S)Nc1cccc2ccc(C)nc12	-3	.	0.0	.	0.2	-2	2	0
Cc1cnc(CNC(=O)c2csc([C@@H]3O[C@H](CO)[C@H](O)[C@H](O)[C@H]3O)n2)cn1	-1	4	0.0	-1	-0.3	-1	6	-14
O=C(NCCc1cn[nH]c1)c1ccc2oc(CCc3ccccc3)nc2c1	-4	33	0.0	11	-0.8	-1	-10	-36
CC(C)(C)C(=O)Nc1ccccc1N1CCN(c2ccc(F)cc2)CC1	-3	-6	0.0	0	-0.2	0	4	-21
CC(C)c1cn(CC[C@@H]2CC[C@H](NC(=O)C3CCC3)[C@H](CO)O2)nn1	16	1	0.7	1	0.8	4	3	7
O=C(C[C@H]1C[C@@H]2c3cc(NC(=O)C4CCOCC4)ccc3O[C@@H]2[C@H](CO)O1)NCC(F)(F)F	19	-3	0.0	-19	0.4	0	0	6
Cc1c(NC(=O)C(C)Oc2ccc(Br)cc2Cl)c(=O)n(-c2ccccc2)n1C (configuration not stated)	7	2	0.1	8	0.5	2	2	-8
COc1ccccc1C=C1CCc2ccccc2C1=O	-13	.	0.0	.	-0.1	9	-7	-12
Cc1cc(=O)oc2cc(OCC(=O)N3c4ccccc4NC(=O)C3(C)C)ccc12	2	-2	0.1	.	-0.5	-4	1	-12

(list continues)
SMILES	S100A4 MyoIIA	esBAF inh	Xi reactivation	RAD54 inh	E-sel inducer	ERAP1 inh	ERp5 inh	RAD52 anneal inh
COc1ccc(CNC(=O)c2ccc(C(C)(C)C)cc2)cc1	2	.	-0.1	.	1.3	0	5	-1
O=C(CSc1nnc2ccc(-c3ccccn3)nn12)Nc1cccc(F)c1	-5	-5	0.0	4	0.0	-1	3	-41
Cc1ccccc1S(=O)(=O)N1CCCCN2[C@H](CO)[C@@H](c3ccc(C#CCN(C)C)cc3)[C@H]2C1	-23	0	0.0	2	0.1	0	1	20
C[C@H](CO)N1C[C@H](C)[C@H](CN(C)Cc2ccncc2)Oc2cc(C#CCN(C)C)ccc2S1(=O)=O	20	-2	0.0	-4	0.0	0	2	3
COc1ccc(/C=C2\N=C(c3ccccc3Cl)NC2=O)cc1	7	.	0.7	0	0.0	.	1	-61
CCCCC1(COC(=O)CCC(=O)O)C(=O)N(c2ccccc2)N(c2ccccc2)C1=O	-19	3	0.0	-10	0.0	-1	-12	-10
COC(=O)c1cccc(C(=O)N2CCC(CO)(Cc3ccccc3Cl)CC2)c1	-7	2	0.2	-12	.	-1	8	-18
Cc1noc(C)c1NC(=O)N(C)C[C@H]1Oc2ccc(NC(=O)CCCCCC(=O)Nc3ccccc3N)cc2CC(=O)N([C@@H](C)CO)C[C@@H]1C	7	4	-0.5	-1	-0.1	0	-4	1
CCn1nc(C)c(CNC(=O)Nc2ccccc2C(=O)OC)c1C	-1	3	0.1	11	-0.5	2	-5	-10
Cc1ccc(C2(C)NC(=O)N(CC(=O)Nc3ccc4c(c3)CCC4)C2=O)cc1 (configuration not stated)	-9	0	-0.1	-5	-2.6	0	2	-29
C#CCOCCOCCOCCNc1nc(N2CCN(C(=O)[C@H]([C@@H](C)O)n3cc(CCCCN)nn3)CC2)nc(N2CCN(C(=O)[C@H]([C@@H](C)CC)n3cc(CCCCN)nn3)CC2)n1	4	-4	0.1	-20	0.2	0	-2	24
CC(=O)NC(c1cccc(F)c1)c1nc(-c2cccs2)cs1 (configuration not stated)	-7	10	0.0	-11	1.8	0	8	-52
C[C@@H]1CN([C@H](C)CO)C(=O)Cc2cc(NC(=O)Nc3cccc4ccccc34)ccc2O[C@@H]1CN(C)S(=O)(=O)c1cn(C)cn1	1	-1	0.0	2	0.1	-1	2	-8
COc1ccc(CCN(C)C(=O)C2CCN(Cc3ccc(C)cc3)CC2)cc1OC	32	.	0.3	.	4.1	-4	-1	-3
O=C(c1ccc(Cl)cc1)N1CCN=C1c1ccccc1	-2	.	0.0	.	.	-1	1	-8
C[C@H](CO)N1C[C@H](C)[C@H](CN(C)Cc2ccncc2)Oc2ccc(NS(=O)(=O)c3ccc(Cl)cc3)cc2C1=O	0	-3	0.0	0	-15	3	-4	-10
Cc1ccc(S(=O)(=O)NC(C)C(=O)NC(C)c2cccs2)cc1 (configuration not stated)	-2	-3	0.4	.	.	-2	-1	-6
O=C(Nc1nc(-c2ccccc2)cs1)c1ccco1	3	.	0.1	-3	.	.	-3	-9

Record cards (already shown). Screens in order: S100A4 MyoIIA	esBAF inh	Xi reactivation	RAD54 inh	E-sel inducer	ERAP1 inh	ERp5 inh	RAD52 anneal inh
Entry for Cc1ccccc1S(=O)(=O)N1CCCCN2[C@H](CO)[C@@H](c3ccc(C#CCN(C)C)cc3)[C@H]2C1 : -23	0	0.0	2	0.1	0	1	20
Entry for Cc1noc(C)c1NC(=O)N(C)C[C@H]1Oc2ccc(NC(=O)CCCCCC(=O)Nc3ccccc3N)cc2CC(=O)N([C@@H](C)CO)C[C@@H]1C : 7	4	-0.5	-1	-0.1	0	-4	1
Entry for O=C(Nc1nc(-c2ccccc2)cs1)c1ccco1 : 3	.	0.1	-3	.	.	-3	-9
Entry for CCCCC1(COC(=O)CCC(=O)O)C(=O)N(c2ccccc2)N(c2ccccc2)C1=O : -19	3	0.0	-10	0.0	-1	-12	-10

Source: PubChem (Broad Institute)
